Screening results: PubChem BioAssay, The Scripps Research Institute Molecular Screening Center
ARFGAP1 inh = inhibitors of rat ARFGAP1 GAP activity, primary screen, biochemical, fluorescence polarization, GDP tracer. AID 651572, 2012. inhibition, % at 16.5 µM. 360,000 compounds, 0.26% hits. ADP-ribosylation factor GTPase-activating protein 1 (Rattus norvegicus), Q62848. Arfgap1-stimulated ARF1 GTP hydrolysis, GDP FP detection;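 active = inhibition above a per-plate limit, mean inhibition of low control wells plus 3 SD, cut at about 25% in these data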;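 also: 0% = DMSO wells with enzyme and 100% = wells lacking Arfgap1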
Target sequence (Q62848 1-136 limits assumed): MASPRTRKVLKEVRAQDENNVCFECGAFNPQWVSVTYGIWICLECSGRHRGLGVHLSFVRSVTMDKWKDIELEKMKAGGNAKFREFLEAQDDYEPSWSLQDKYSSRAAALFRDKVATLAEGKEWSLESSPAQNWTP
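Replicates: Single well per compound | Assay system: Truncated rat Arfgap1 GAP domain | Control set: No-Arfgap1 wells (100%) versus DMSO full-reaction wells (0%) | Times: Enzyme reaction 120 min at 25 °C after 20 min preincubation | Reagent: Human ARF1(Δ1-17)-GTP substrate | Measured by: Tracer-displacement fluorescence polarization with EDTA stop, 620/688 nm | Measure: Percent inhibition of Arfgap1-stimulated GTP hydrolysis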
SIAE primary = human SIAE inhibitors, primary screen, biochemical, fluorescence polarization, FP-Rh probe, 1536-well HTS | Sialate O-acetylesterase (Homo sapiens), Q9HAT2 | SIAE FP-Rh probe binding | inhibition, % at 9.66 µM | 370,000 compounds, 0.69% hits | AID 1053197, 2014;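 active = inhibition above a cutoff: mean of compounds within the control limits plus 3 SD of those, cut at about 17% in these data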;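 also: 0% = plate median of compound wells and 100% = probe without SIAE protein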
TDP2 inh = human TDP2 enzyme inhibitors, primary screen, biochemical, epi absorbance, recombinant enzyme; T5PNP hydrolysis, p-nitrophenol absorbance 415 nm; inhibition, % at 12.8 µM; 370,000 compounds, 0.34% hits;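 active = inhibition above the mean of all tested compounds plus 3 SD, set per campaign, cut at about 25% in these data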;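 also: 0% = DMSO with enzyme and 100% = buffer with substrate but no TDP2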
Target sequence (O95551 whole entry, looked up): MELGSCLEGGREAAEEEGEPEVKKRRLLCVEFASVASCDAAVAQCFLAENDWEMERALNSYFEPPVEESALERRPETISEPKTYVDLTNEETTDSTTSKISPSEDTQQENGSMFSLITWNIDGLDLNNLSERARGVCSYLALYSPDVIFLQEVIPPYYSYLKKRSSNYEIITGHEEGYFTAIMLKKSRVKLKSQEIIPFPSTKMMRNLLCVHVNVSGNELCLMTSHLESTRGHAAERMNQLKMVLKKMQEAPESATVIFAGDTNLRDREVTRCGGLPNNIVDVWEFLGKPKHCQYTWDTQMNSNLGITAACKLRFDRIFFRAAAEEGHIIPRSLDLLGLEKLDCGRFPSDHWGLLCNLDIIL
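test system = human TDP2 enzyme | input = TDP2 enzyme at 120 nM final | medium = 50 mM Tris-HCl pH 7.5 with Mg2+, KCl, DTT, BSA | also added = T5PNP substrate, 5 mM | times = 2 h at 37 °C | technique = epi absorbance | benchmarks = high control without enzyme, low control DMSO plus TDP2 | replication = each compound tested once, singlicate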
PLCg1 inh = PLC-gamma1 enzyme inhibitors, primary screen, biochemical, fluorescence, purified enzyme; fluorogenic substrate; inhibition, % at 12.2 µM; AID 720700, 2013; 1-phosphatidylinositol 4,5-bisphosphate phosphodiesterase gamma-1 (Homo sapiens), P19174; 370,000 compounds, 0.84% hits; in the data active = inhibition above about 9.5%
Tn6 DDE FP = inhibitors of Tn6 peptide binding to fibrin DD(E), primary screen, biochemical, fluorescence polarization, human fibrin, Tn6 probe | Fibrin DD(E) TRITC-Tn6 fluorescence polarization displacement | Fibrinogen beta chain (Homo sapiens), P02675 | 370,000 compounds, 0.21% hits | inhibition, % at 8.3 µM;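 active = inhibition above a per-campaign cutoff: mean of compounds within control limits plus 3 SD, cut at about 15% in these data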;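 also: 0% = median of all compound wells on the plate and 100% = blocking peptide control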
ASAP1 GAP inh = inhibitors of human ASAP1 ArfGAP activity, primary screen, biochemical, fluorescence polarization | Arf-GAP with SH3 domain, ANK repeat and PH domain-containing protein 1 (Homo sapiens), … | ASAP1-stimulated ARF1 GTP hydrolysis, GDP FP detection | inhibition, % at 16.5 µM | 360,000 compounds, 0.19% hits | AID 624377, 2012; in the data active = inhibition above about 25%;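 also: 0% = vehicle with enzyme and substrate and 100% = no enzyme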
PLCb3 inh = human PLC-beta3 inhibitors, primary screen, biochemical, fluorescence. inhibition, % at 12.2 µM. Purified PLC-beta3, fluorogenic substrate. 370,000 compounds, 0.18% hits. 1-phosphatidylinositol 4,5-bisphosphate phosphodiesterase beta-3 (Homo sapiens), Q01970. AID 720704, 2013; in the data active = inhibition above about 11%;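 also: 0% = median of compound wells on plate and 100% = full blocker control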
ADAM10 inh = human ADAM10 inhibitors, primary screen, biochemical, QFRET, HTS. Disintegrin and metalloproteinase domain-containing protein 10 (Homo sapiens), O14672. recombinant ADAM10, EDANS/DABCYL FRET peptide cleavage, 3 h. inhibition, % at 7 µM. 370,000 compounds, 0.62% hits;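 active = inhibition above a per-campaign cutoff equal to the mean of compounds falling between control-based bounds plus 3 SD, cut at about 20% in these data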;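 also: 0% = DMSO wells while the 100% control is not disclosed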
Tn7 DDE FP = inhibitors of Tn7 peptide binding to fibrin DD(E), primary screen, biochemical, fluorescence polarization, human fibrin, Tn7 probe; Fibrinogen beta chain (Homo sapiens), P02675; FP displacement of FITC-Tn7 peptide from fibrin DD(E); 0% = median of compound wells per plate; 370,000 compounds, 0.13% hits; inhibition, % at 8.3 µM;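 active = inhibition above the mean of compounds falling within the control limits plus 3 SD of them, cut at about 14% in these data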;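 also: 0% = plate median of compound wells and 100% = 10 µM Aha-Tn7 peptide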
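Measure: % inhibition scaled between sample-field median and high-control FP; Test system: human fibrin DD(E); Quantity: 2 µM final DD(E) protein; Doses: one dose, 8.3 µM nominal; Schedule: compound with protein 10 min, then 3 h after probe, room temperature; Detection: fluorescence polarization; Medium: Tris buffer with calcium and detergent, pH 7.8.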
ADAM17 inh = ADAM17 inhibitors, primary screen, biochemical, QFRET. inhibition, % at 6.95 µM. Disintegrin and metalloproteinase domain-containing protein 17 (Homo sapiens), P78536. AID 720648, 2013. 370,000 compounds, 0.83% hits. recombinant ADAM17, EDANS/DABCYL FRET peptide cleavage;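 active = inhibition above the mean of compounds lying between control limits plus 3 SD, set per campaign, cut at about 8.5% in these data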;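 also: 0% = DMSO-only wells as the low control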
Target sequence (P78536 215-824 limits assumed): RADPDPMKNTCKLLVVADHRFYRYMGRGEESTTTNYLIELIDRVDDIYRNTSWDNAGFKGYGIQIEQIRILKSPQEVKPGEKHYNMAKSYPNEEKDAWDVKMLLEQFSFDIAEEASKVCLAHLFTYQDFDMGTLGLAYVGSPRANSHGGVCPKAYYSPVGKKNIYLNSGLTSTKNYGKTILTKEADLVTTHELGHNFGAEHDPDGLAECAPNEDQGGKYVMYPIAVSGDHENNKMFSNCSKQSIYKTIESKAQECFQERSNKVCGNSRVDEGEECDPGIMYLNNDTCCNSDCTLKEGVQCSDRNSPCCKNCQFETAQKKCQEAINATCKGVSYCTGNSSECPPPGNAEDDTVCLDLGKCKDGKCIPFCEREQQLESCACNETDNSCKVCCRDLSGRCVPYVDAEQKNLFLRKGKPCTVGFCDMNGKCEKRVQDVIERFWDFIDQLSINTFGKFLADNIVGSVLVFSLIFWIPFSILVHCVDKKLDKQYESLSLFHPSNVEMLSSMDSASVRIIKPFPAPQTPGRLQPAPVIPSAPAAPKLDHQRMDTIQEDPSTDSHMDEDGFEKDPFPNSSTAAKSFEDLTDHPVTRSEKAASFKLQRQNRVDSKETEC
Active calls of the source: *; i = inactive; . = no result given.

SMILES | ARFGAP1 inh | SIAE primary | TDP2 inh | PLCg1 inh | Tn6 DDE FP | ASAP1 GAP inh | PLCb3 inh | ADAM10 inh | Tn7 DDE FP | ADAM17 inh
CCCCCC[C@@H](CCCc1ccccc1OC)CN(CCCC)S(C)(=O)=O | . | 2 | -6 | 3 | -5 | . | 4 | 3 | 3 | 0
CCc1noc(C)c1C(=O)Nc1nc2c(F)cc(F)cc2s1 | 8 | -1 | -12 | -10 | -3 | 2 | -15 | 0 | 4 | 1
Cc1cccc(NC(=O)c2ccc3c(c2)CCN3S(C)(=O)=O)c1C | 3 | -2 | -15 | 1 | 0 | 0 | -6 | -12 | 1 | 5
CCN(CC)c1ccc(C(=O)OCC(=O)Nc2sccc2C#N)cc1 | 10 | 3 | 9 | -20 | 0 | -6 | -28 | 8 | -1 | 3
Cc1nnc2n(-c3ccccc3)c(=O)c3c4c(sc3n12)COC(C)(C)C4 | -6 | 0 | 0 | 1 | 10 | -8 | 1 | -5 | -3 | -5
CN(C)c1ccc(N=Nc2ccccc2C(=O)OCC(=O)N(C)c2ccccc2)cc1 | -8 | 13 | 1 | 4 | -1 | 13 | 3 | 17 | 5 | 6
COc1cccc(/C=C2/C(=O)NN(c3ccc(F)cc3)C2=O)c1 | -1 | 4 | -10 | 1 | 12 | 6 | -7 | 0 | 3 | -2
O=C(CCc1nc(-c2ccccc2F)no1)NCCc1c[nH]c2ccccc12 | . | 3 | 2 | -1 | -3 | . | -2 | -5 | 1 | -1
COc1cccc(NC(=O)c2cccc(OC)c2OC)c1 | 4 | -5 | 1 | -6 | 6 | 2 | 1 | 9 | 8 | -5
COc1cc(NS(=O)(=O)c2ccc(NS(=O)(=O)c3ccc(NC(C)=O)cc3)cc2)nc(OC)n1 | 5 | -8 | -1 | -1 | -3 | 8 | -5 | 3 | 3 | 0
CC(C)(C)NC(=O)CN(C(=O)Cn1nnc(-c2ccccc2F)n1)c1cccc2c1CCCC2 | 3 | -5 | 5 | -1 | 3 | -20 | 2 | 5 | 4 | 0
O=C(CNC(=O)c1ccc(Cl)cc1)c1ccc(Cl)cc1 | 15 | -4 | 5 | 0 | -12 | 8 | -3 | -2 | -11 | -2
COc1ccc(S[C@]2(C(=O)N3CCOCC3)CC(=O)N(C(=O)C3CC3)[C@@H]2c2ccc(OC)cc2)cc1 | . | 4 | 5 | 1 | 4 | . | 1 | 0 | -3 | 0
COc1ccc(-c2csc(N(CC3CCCO3)C(=O)c3ccccc3)n2)cc1 (stereo not drawn) | 2 | -2 | -6 | 0 | 1 | 1 | -1 | 1 | 0 | -2
O=C(Nc1ccc2c(c1)C(=O)NC2=O)c1cccc(Cl)c1 | -1 | -3 | 6 | -36 | 4 | 1 | -40 | -81 | -2 | -17
CSc1cccc(NC(=S)N(CCN(C)C)C(C)c2ccncc2)c1 (stereo not drawn) | 3 | 23* | -11 | -1 | 2 | 1 | -9 | -3 | -4 | -4
O=C1Nc2cc(Cl)cnc2N2CCCC12 (stereo not drawn) | 8 | -12 | 4 | -25 | -9 | -1 | -33 | -55 | -10 | -15
O=S(=O)(c1ccccc1)c1nc(-c2ccc(Cl)cc2)oc1NCCCN1CCOCC1 | 2 | 2 | 6 | -10 | -5 | 8 | -15 | -1 | -4 | -1
CN(CCC#N)c1ccc(C=C(C#N)c2ccc(Br)cc2)cc1 | 0 | 2 | -10 | 5 | 2 | 2 | 0 | -1 | -9 | 8
Cc1csc2c(N(C)CCO)ncnc12 | -12 | 2 | -6 | -1 | 10 | 10 | -4 | 1 | 6 | 2
CC1=C(C(N)=O)C(c2ccc(C)o2)C(C(N)=O)=C(C)N1 | -4 | 1 | 4 | -4 | 0 | 7 | -7 | -2 | -1 | -5
CCn1c(CNC(=O)c2cccs2)nnc1SCC(=O)Nc1cc(Cl)ccc1C | -1 | -2 | 11 | -1 | 0 | -1 | 0 | 12 | 4 | -2
CC1(C)OCC(CNC(=O)c2[nH]c(C(F)(F)F)nc2-c2ccccc2)O1 (stereo not drawn) | 14 | 3 | 1 | 4 | 5 | -3 | 0 | 0 | 2 | -1
CCOc1ccccc1-n1c(COc2ccccc2)nnc1SCC(N)=O | -11 | 4 | 11 | -1 | -3 | 4 | -1 | 3 | 12 | -5
CC1(C)CC(NC(=O)c2cccc3ccccc23)CC(C)(C)N1 | -5 | -1 | -6 | 9 | 3 | -3 | 3 | 1 | -5 | 2
Fc1cccc(Cc2c(C3CCCCC3)nc3ccc(Cl)cn23)c1 | 1 | 4 | -6 | -6 | -1 | 9 | -6 | -12 | -2 | -1
C=CCn1c(SCc2nc3ccccc3nc2C)nnc1-c1ccoc1C | 10 | 2 | 2 | -2 | -6 | -2 | 0 | 1 | -1 | -3
O=C(CN1C(=O)COc2ccccc21)Nc1ccccc1F | -7 | 3 | 7 | 6 | -3 | 19 | -4 | -6 | -10 | 4
CN1CCN(c2ccc(-c3ccc4ccccc4n3)cc2)CC1 | -3 | -4 | -13 | i | 2 | -11 | i | -246 | -2 | -81
CCCCCCN1CCN(C2CN(CCCC)S(=O)(=O)C2)CC1 (stereo not drawn) | 0 | 1 | -4 | 0 | -4 | -1 | 3 | -5 | -9 | -3
O=C(Nc1ccc(Cl)cn1)c1cccc2ccccc12 | 3 | -4 | -3 | 0 | -9 | 0 | -6 | 1 | 5 | 2
C#CCN(CC=C)Cc1ccc(OC)cc1OC | . | -4 | 7 | 0 | 0 | . | 0 | 0 | 2 | -3
C=CCOCCn1[nH]c2ccccc2c1=O | 3 | 5 | 0 | -49 | 3 | 10 | -80 | -244 | 4 | -73
COCc1cc(=O)[nH]c(Nc2nc(C)c3ccccc3n2)n1 | 11 | 1 | -7 | -2 | 4 | 1 | 1 | -10 | -5 | -2
Nc1cc(C(=O)OCC(=O)NCc2ccco2)ccc1Cl | -3 | 2 | 5 | -24 | 12 | 3 | -30 | -30 | 1 | -15
CCOC(Cn1ccc(=O)[nH]c1=O)OCC | -4 | 1 | -10 | -3 | 3 | 2 | -7 | -6 | 1 | -10
COC(=O)C(C)n1nnc2sc(-c3ccccc3)cc2c1=O (stereo not drawn) | 0 | -3 | -10 | -21 | 11 | 1 | -37 | -150 | -1 | -47
CCC(C)N(C(=O)CNc1nnnn1-c1ccccc1)C(C)CC (stereo not drawn) | . | 1 | 5 | 3 | 4 | . | -2 | -2 | -2 | 0
CCN(CC(=O)Nc1ccc(OC)cc1)CC(=O)Nc1cccc(S(=O)(=O)N2CCOCC2)c1 | 14 | 3 | 0 | 2 | -4 | 1 | 4 | -1 | 0 | 3
COC(=O)c1cc(OC)c(OC)cc1NC(=O)c1ccccc1C | 0 | -4 | 1 | 4 | 2 | 4 | -7 | 2 | 0 | 2
Cc1ccc(C(=O)Nc2nc3ccc(S(C)(=O)=O)cc3s2)o1 | -9 | 6 | 9 | -24 | 10 | -3 | -30 | -17 | 0 | -4
C=CCNC(=O)C1CCCN(S(C)(=O)=O)C1 (stereo not drawn) | 6 | -18 | -5 | -1 | -6 | 4 | 1 | -5 | 5 | -4
Fc1ccc(Nc2nc(-c3cccnc3)cs2)cc1 | 3 | 5 | -11 | 0 | -5 | 4 | -5 | -7 | -2 | 2
COc1ccccc1NC(=O)Nc1ncccc1C | -6 | 0 | -1 | 2 | 0 | -11 | 5 | -5 | 4 | 0
COc1ccc(C(=O)NNC(=O)CSc2nnc(COc3ccc4ccccc4c3)n2C)cc1 | 16 | 3 | 6 | 1 | 2 | 2 | 3 | 2 | -6 | 1
CCOc1ccccc1OCC(=O)Nc1cccc(S(=O)(=O)N2CCCCCC2)c1 | 1 | -4 | -7 | -1 | -4 | -3 | -12 | 13 | 2 | 0
N#CCSc1ccccc1NC(=O)COC(=O)CCN1C(=O)C2CC=CCC2C1=O (stereo not drawn) | -5 | 7 | 1 | -1 | 0 | 0 | -3 | -4 | 4 | -2
COc1ccc(C(=O)Nc2ccccc2C(=O)Nc2cc(C)ccn2)cc1 | 6 | -5 | 7 | 0 | 0 | -16 | -9 | 3 | 4 | -2
CCN(CC)S(=O)(=O)c1ccc(NC(=O)COC(=O)CN2C(=O)c3ccccc3C2=O)cc1 | -3 | -7 | 8 | -4 | -5 | -1 | -3 | -12 | -5 | -4
Cc1ccc(N2C(=O)CC(N3CCc4ccccc43)C2=O)cc1Cl (stereo not drawn) | -2 | 1 | -8 | 0 | -9 | 5 | -7 | 6 | -6 | 3
COCCCNC(=S)N1CCN(c2ccc([N+](=O)[O-])cc2)CC1 | -6 | 7 | 0 | 0 | 9 | 8 | 1 | -3 | 6 | 0
CCC(CC)c1nnc(NC(=O)c2ccc(N3CCCC3=O)cc2)s1 | -5 | 3 | -22 | 8 | 0 | 9 | 5 | -2 | 4 | 4
COc1cccc(CC(=O)N2CCN(c3ccccc3[N+](=O)[O-])CC2)c1 | 18 | -4 | -5 | -6 | 9 | 3 | -16 | 5 | 1 | -3
Cc1ccccc1-n1cc(CNC(=O)CCc2nnc(CCc3ccccc3)o2)cn1 | -3 | 3 | -12 | 3 | 2 | 1 | -3 | 3 | -4 | 0

Shown with each value named: entries from further up
O=C(CCc1nc(-c2ccccc2F)no1)NCCc1c[nH]c2ccccc12
  ARFGAP1 inh = .; SIAE primary = 3; TDP2 inh = 2; PLCg1 inh = -1; Tn6 DDE FP = -3; ASAP1 GAP inh = .; PLCb3 inh = -2; ADAM10 inh = -5; Tn7 DDE FP = 1; ADAM17 inh = -1
COc1cccc(NC(=O)c2cccc(OC)c2OC)c1
  ARFGAP1 inh = 4; SIAE primary = -5; TDP2 inh = 1; PLCg1 inh = -6; Tn6 DDE FP = 6; ASAP1 GAP inh = 2; PLCb3 inh = 1; ADAM10 inh = 9; Tn7 DDE FP = 8; ADAM17 inh = -5
